Source: PubChem
Avidin bead fluor: compound fluoresces at 488/530 nm on avidin beads | compound fluorescence 488/530 nm, flow cytometry; stronger effect = higher value | fluorescence (KMESF) at 10 µM | 220,000 compounds, 0.38% hits; in the data active = fluorescence above about 47; also: inactives centre near 10
Cdc42 wt GTP: human Cdc42 wildtype GTP binding change, either direction; P60953; 190,000 compounds, 0.2% hits; GST-Cdc42 beads, Bodipy-GTP binding, flow cytometry; actives lie on both sides; percent activity (GTP binding), % at 10 µM;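 active = percent activity GTP binding at least 20 points away from the 100% baseline, either down as inhibitor or up as activator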;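 also: median bead fluorescence of bound Bodipy-FL-GTP at 100 nM; 0% = excess unlabeled GTP control and 100% = no compound control; below 100% means less GTP binding so inhibitor and above means activator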
ABCB1 block: blocks JC-1 efflux by human ABCB1 transporter | P08183 | CCRF-Adr cells, flow cytometry | inhibition, % at 6.6 µM | 190,000 compounds, 0.067% hits | AID 1326; in the data active = inhibition above about 40%;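 also: 0% = vehicle and 100% = reference inhibitor; higher value means more JC-1 retained so stronger ABCB1 efflux block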
Rab7 wt modul: modulators of GTP binding to dog Rab7 wildtype GTPase | 190,000 compounds, 0.055% hits | GTP binding activity (percent of control), % at 10 µM | AID 758 | GST-Rab7 beads, fluorescent GTP binding, flow cytometry; actives lie on both sides; untreated = 100%, excess cold GTP = 0%;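 active = fluorescent GTP binding to Rab7 beads changed by at least 20 points from the 100% baseline, either direction, mostly lower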;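 also: median green fluorescence of bound Bodipy-FL-GTP per Rab7 bead population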
Rac1 mut GTP: human Rac1 activated mutant GTP binding change; P63000; GST-Rac1 activated beads, fluorescent GTP binding, flow cytometry; actives lie on both sides; 100% means binding = to untreated wells; percent activity (GTP binding), % at 10 µM; 190,000 compounds, 0.11% hits;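 active = GTP binding at least 20 percentage points away from the 100% baseline, in either direction, so actives lie on both sides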
HRas wt GTP bind: changes GTP binding to wildtype human HRas; P01112; GST-Ras wt beads, Bodipy-FL-GTP binding, flow cytometry; actives lie on both sides; GTP binding activity, % at 10 µM; 190,000 compounds, 0.14% hits;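 active = GTP binding activity at least 20% away from the 100% baseline, either lowered as inhibitor or raised as activator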;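 also: 0% = unlabeled GTP competition control and 100% = no-compound control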
Rab2A wt mod: changes GTP binding to wildtype dog Rab2A, up or down; GTP binding activity, % at 10 µM; GST-Rab2 wt beads, Bodipy-GTP binding, flow cytometry; P61105; 190,000 compounds, 0.19% hits;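 active = GTP binding activity at least 20 points away from 100%, either lowered or raised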;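 also: 0% = beads with excess unlabeled GTP and 100% = no-compound control corrected for plate trend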
Pf gametocyte: kills late stage P. falciparum gametocytes; P. falciparum stage V gametocytes, ATP luminescence, 24 h; inhibition, % at 10.9 µM; 150,000 compounds, 0.065% hits;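 active = inhibition above the mean plus 3 SD of compounds within the control limits, set per campaign, cut at about 38% in these data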;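 also: 0% = DMSO wells and 100% = medium only without gametocytes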
Rac1 wt GTP bind: human Rac1 wildtype GTP binding, inhibitors and activators | AID 757 | GTP binding activity (% of control), % at 10 µM | 190,000 compounds, 0.27% hits | P63000 | GST-Rac1 beads, fluorescent GTP binding, flow cytometry; actives lie on both sides; 0 = cold GTP competed, 100 = untreated;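 active = GTP binding activity at least 20 points away from the 100% control level, either lower or higher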
ABCG2 inh: inhibitors of human ABCG2 transporter, ABCB1 counter-screen | Q9UNQ0 | 190,000 compounds, 0.1% hits | inhibition, % at 6.6 µM | IgMXP3 cells, JC-1 efflux, flow cytometry | AID 1325;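 active = inhibition above 80%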;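 also: 0% = DMSO and 100% = nicardipine control wells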
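Measure – % inhibition of efflux relative to nicardipine and DMSO · Test system – ABCG2 IgMXP3 and barcoded ABCB1 CCRF-Adr cell mix · Control set – nicardipine as high control, DMSO as low control · Compound – one concentration, 6.6 µM final · Signal – flow cytometry of retained JC-1 fluorescence · Timing – 10 min exposure at 25 °C with rotation, no wash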
GSH bead fluor: compound fluoresces at 488/530 nm on GSH beads. GSH beads flow cytometry, compound fluorescence 488/530 nm; stronger effect = higher value. fluorescence (KMESF) at 10 µM. 190,000 compounds, 0.25% hits. AID 1776; in the data active = fluorescence above about 89;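 also: glutathione beads carrying GST-tagged Bcl family fusion proteins plus one bare bead set; values are compound well signal with DMSO vehicle wells as background; inactives centre near 16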
Active calls of the source: *; x = not tested or not shown.

SMILES | Avidin bead fluor | Cdc42 wt GTP | ABCB1 block | Rab7 wt modul | Rac1 mut GTP | HRas wt GTP bind | Rab2A wt mod | Pf gametocyte | Rac1 wt GTP bind | ABCG2 inh | GSH bead fluor
COC(=O)c1[nH]c2ccccc2c1NC(=O)CN1CCN(c2cccc(Cl)c2)CC1 | 7 | 98 | 0.4 | 97 | 96 | 99 | 99 | x | 101 | 3 | 27
O=C1c2ccccc2C(=O)N1CCCCSc1nnnn1-c1ccccc1 | 9 | 103 | 0.2 | 94 | 100 | 100 | 99 | x | 104 | 0 | 5
Cc1ccccc1OCC(=O)N(Cc1ccc(N(C)C)cc1)C1CCS(=O)(=O)C1 (stereo not given) | 11 | 101 | 1.3 | 102 | 99 | 100 | 98 | -19 | 107 | 9 | 27
Clc1ccc(-c2nnc(COc3ncnc4ccccc34)o2)cc1 | 10 | 96 | 1.6 | 95 | 91 | 95 | 94 | 14 | 94 | 5 | 15
O=S1(=O)CC(NCc2ccccc2)C(Nc2ccc(Cl)cc2)C1 (stereo not given) | 24 | 103 | 2.3 | 102 | 99 | 100 | 99 | x | 106 | 18 | 19
Cc1ccc(S(=O)(=O)N2CCOCC2)cc1NC(=O)COC(=O)CNC(=O)c1ccc(C(C)(C)C)cc1 | 2 | 98 | -0.6 | 99 | 95 | 100 | 98 | 2 | 102 | -1 | 9
COc1cc(NC(=O)CSc2nnnn2Cc2ccccc2)cc(OC)c1 | 10 | 97 | 0.7 | 98 | 96 | 96 | 96 | 7 | 94 | 6 | 26
O=C(Cn1cnc2c(nnn2Cc2ccc(F)cc2)c1=O)NCc1ccc(F)cc1 | 12 | 101 | 0.3 | 95 | 93 | 95 | 95 | x | 100 | -1 | 13
C/C(N)=C(/C#N)C(=O)CSc1nnc(-c2ccc3c(c2)OCO3)o1 | 31 | 100 | 0.0 | 99 | 98 | 99 | 98 | 14 | 102 | 1 | 25
C#CCNC(=O)/C=C/c1ccc(OC)cc1 | 13 | 101 | 1.9 | 102 | 99 | 103 | 102 | x | 104 | 10 | 18

Entries listed so far that have an aryl thioether with sulfur outside any ring, in the order listed:
SMILES | Avidin bead fluor | Cdc42 wt GTP | ABCB1 block | Rab7 wt modul | Rac1 mut GTP | HRas wt GTP bind | Rab2A wt mod | Pf gametocyte | Rac1 wt GTP bind | ABCG2 inh | GSH bead fluor
O=C1c2ccccc2C(=O)N1CCCCSc1nnnn1-c1ccccc1 | 9 | 103 | 0.2 | 94 | 100 | 100 | 99 | x | 104 | 0 | 5
COc1cc(NC(=O)CSc2nnnn2Cc2ccccc2)cc(OC)c1 | 10 | 97 | 0.7 | 98 | 96 | 96 | 96 | 7 | 94 | 6 | 26
C/C(N)=C(/C#N)C(=O)CSc1nnc(-c2ccc3c(c2)OCO3)o1 | 31 | 100 | 0.0 | 99 | 98 | 99 | 98 | 14 | 102 | 1 | 25

The listing continues.
SMILES | Avidin bead fluor | Cdc42 wt GTP | ABCB1 block | Rab7 wt modul | Rac1 mut GTP | HRas wt GTP bind | Rab2A wt mod | Pf gametocyte | Rac1 wt GTP bind | ABCG2 inh | GSH bead fluor
Cn1c(=O)c2c(ncn2CCN(CCO)Cc2ccccc2)n(C)c1=O | 7 | 101 | 0.1 | 102 | 98 | 100 | 102 | 13 | 101 | 1 | 32
CC(=O)c1ccc(N2CCN(CC(O)COCc3ccco3)CC2)cc1 (stereo not given) | 11 | 98 | 1.1 | 97 | 94 | 95 | 98 | -12 | 98 | 2 | 16
CCOc1ccc(NC(=O)CCNS(=O)(=O)c2ccc3c(c2)c(=O)n(C)c(=O)n3C)cc1 | 11 | 97 | 0.5 | 101 | 98 | 98 | 99 | x | 98 | 1 | 17
Cc1ccc(NCc2nnc(SCCN3CCCCC3)n2CC2CCCO2)c(C)c1 (stereo not given) | 39 | 98 | 0.1 | 95 | 95 | 97 | 96 | x | 94 | 0 | 13
COc1cc(C(=O)Nc2nc3ccccc3s2)ccc1OCc1c(C)noc1C | 30 | 98 | 0.1 | 99 | 94 | 99 | 98 | -8 | 97 | -1 | 21
NS(=O)(=O)c1ccc2c(c1)C1C=CCC1C(C1CC=CCC1)N2 (stereo not given) | 5 | 95 | -0.6 | 98 | 95 | 93 | 94 | x | 89 | -3 | 55
Cc1ccc(NC(=S)Nn2cnnc2)cc1 | 12 | 100 | -0.1 | 99 | 97 | 97 | 98 | -15 | 99 | -2 | 14
CCCCN1C2=C(C(=O)CC(C)(C)C2)C(c2ccccc2)C2=C1c1ccccc1C2=O (stereo not given) | 8 | 96 | 24 | 99 | 97 | 98 | 98 | x | 99 | 67 | 31
CCN1C(=O)/C(=C2\SC(=S)N(CCCOC)C2=O)c2ccccc21 | 15 | 98 | 0.2 | 106 | 95 | 101 | 102 | 3 | 98 | 1 | 4
COc1ccc(-c2nnc(-c3cc4c(ccc5ccccc54)oc3=O)o2)cc1 | 17 | 90 | -6.7 | 91 | 90 | 90 | 87 | x | 89 | -5 | 28
CCOc1ccc(NC(=S)N(CCc2c(C)[nH]c3ccccc23)Cc2ccco2)cc1 | x | 101 | 3.5 | 97 | 100 | 101 | 100 | x | 106 | 7 | 17
O=C(CN(c1ccc(F)cc1)S(=O)(=O)c1ccccc1)NCc1ccco1 | 9 | 101 | 1.0 | 103 | 102 | 101 | 99 | x | 105 | 5 | 13
Cc1ccc2nc(NC(=O)C3CCN(S(=O)(=O)c4cnc[nH]4)CC3)sc2c1 | 11 | 104 | 0.1 | 99 | 102 | 101 | 97 | x | 107 | 1 | 23
COc1ccc(CNC(=O)C(NC(C)=O)C(=O)Nc2ccc(C(C)C)cc2)cc1 (stereo not given) | 10 | 96 | 0.3 | 101 | 92 | 95 | 93 | -5 | 95 | 1 | 17
CCOc1ccc(C(C)NC(=O)c2cccnc2OCC)cc1OCC (stereo not given) | 21 | 96 | 0.7 | 100 | 95 | 99 | 97 | x | 99 | 1 | 9
CC1=Nn2c(nnc2C2CCCCC2)SC1 | 36 | 103 | 0.3 | 97 | 101 | 99 | 98 | 1 | 104 | 0 | 14
CCOc1cc(NC(=S)NCCCN2CCOCC2)c(OCC)cc1NC(=O)C1CC1 | 21 | 104 | 0.8 | 98 | 100 | 98 | 95 | 2 | 104 | 3 | 15
O=C(NC(=S)Nc1ccccc1)c1cc([N+](=O)[O-])ccc1N1CCOCC1 | 5 | 96 | 1.9 | 104 | 98 | 99 | 97 | -51 | 101 | 15 | 22
OCCC1CN(Cc2nc(-c3ccccc3)cs2)CCN1Cc1ccc(F)cc1 (stereo not given) | 11 | 101 | 1.9 | 101 | 96 | 100 | 100 | 10 | 100 | 10 | 13
c1ccc2c(CSCCc3ccncc3)cccc2c1 | 12 | 103 | 1.0 | 99 | 99 | 102 | 101 | 4 | 100 | 2 | 22

Some entries already given, showing only ABCB1 block, GSH bead fluor and Cdc42 wt GTP.
| SMILES | ABCB1 block | GSH bead fluor | Cdc42 wt GTP |
| --- | --- | --- | --- |
| CC1=Nn2c(nnc2C2CCCCC2)SC1 | 0.3 | 14 | 103 |
| CCOc1ccc(C(C)NC(=O)c2cccnc2OCC)cc1OCC (stereo not given) | 0.7 | 9 | 96 |
| CC(=O)c1ccc(N2CCN(CC(O)COCc3ccco3)CC2)cc1 (stereo not given) | 1.1 | 16 | 98 |
| COc1ccc(CNC(=O)C(NC(C)=O)C(=O)Nc2ccc(C(C)C)cc2)cc1 (stereo not given) | 0.3 | 17 | 96 |
| Cc1ccc2nc(NC(=O)C3CCN(S(=O)(=O)c4cnc[nH]4)CC3)sc2c1 | 0.1 | 23 | 104 |
| c1ccc2c(CSCCc3ccncc3)cccc2c1 | 1.0 | 22 | 103 |
| NS(=O)(=O)c1ccc2c(c1)C1C=CCC1C(C1CC=CCC1)N2 (stereo not given) | -0.6 | 55 | 95 |

The listing continues.
SMILES | Avidin bead fluor | Cdc42 wt GTP | ABCB1 block | Rab7 wt modul | Rac1 mut GTP | HRas wt GTP bind | Rab2A wt mod | Pf gametocyte | Rac1 wt GTP bind | ABCG2 inh | GSH bead fluor
CN1CCN(c2nc(-c3cccnc3)nc3scc(-c4ccccc4)c23)CC1 | 11 | 96 | 0.9 | 102 | 95 | 96 | 97 | 21 | 98 | 0 | 10
O=c1c2ccccc2c(-c2ccccc2)nn1-c1ccccn1 | 22 | 94 | -0.7 | 98 | 98 | 97 | 94 | -27 | 105 | 0 | 12
CCCCS(=O)(=O)C(=C1Nc2ccccc2N1)S(=O)(=O)CCCC | 39 | 103 | 0.4 | 103 | 101 | 102 | 102 | x | 105 | 1 | 22
CCOc1ccc(-n2c(SCC(N)=O)nc3c(c2=O)SCC3)cc1 | 11 | 96 | -0.2 | 92 | 92 | 95 | 94 | x | 95 | -1 | 37
O=C(Nc1nnc(-c2ccccc2)s1)c1ccc(Cl)c(S(=O)(=O)N2CCOCC2)c1 | 4 | 110 | 0.0 | 106 | 99 | 104 | 100 | x | 109 | 0 | 26
Cc1[nH]nc2c1/C(=N\O)CC(C)(C)C2 | 8 | 107 | 0.3 | 101 | 103 | 107 | 107 | -15 | 105 | 2 | 19
CCOC(=O)C(=CNc1cccc(N)n1)C(=O)OCC | 30 | 103 | 1.3 | 98 | 100 | 100 | 98 | 6 | 102 | 6 | 21
Cc1ccccc1-n1c(SCC(=O)N(C)C2CCS(=O)(=O)C2)nnc1-c1ccncc1 (stereo not given) | 29 | 93 | -0.1 | 95 | 96 | 93 | 93 | -9 | 98 | -1 | 18
CCN=C1SC(C(=O)Nc2cccc(Br)c2)CC(=O)N1CC (stereo not given) | 1 | 103 | 0.2 | 104 | 101 | 102 | 99 | 11 | 106 | 0 | 6
CCC(C)NC(=O)C(=O)NCC1CCCN1CC (stereo not given) | 12 | 101 | 0.5 | 105 | 98 | 98 | 101 | -13 | 102 | 1 | 10

Entries of single compounds as entered above. Order of values: Avidin bead fluor	Cdc42 wt GTP	ABCB1 block	Rab7 wt modul	Rac1 mut GTP	HRas wt GTP bind	Rab2A wt mod	Pf gametocyte	Rac1 wt GTP bind	ABCG2 inh	GSH bead fluor
Profile of CCOc1ccc(-n2c(SCC(N)=O)nc3c(c2=O)SCC3)cc1 : 11	96	-0.2	92	92	95	94	x	95	-1	37
Profile of CCCCS(=O)(=O)C(=C1Nc2ccccc2N1)S(=O)(=O)CCCC : 39	103	0.4	103	101	102	102	x	105	1	22
